# Rv3671c inh: Rv3671c (M. tuberculosis) protease inhibition. inhibition, % at 5.96 µM. P9WHR9. 0.048% of 320,000 active; in the data active means inhibition above about 38%;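 further: extracellular domain of Rv3671c used as enzyme; 0% = enzyme with DMSO and 100% = no enzyme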
# GDH-TPI inh: GDH-TPI coupled enzyme inhibition counter-screen; 1.2% of 360,000 active; inhibition, % at 4.8 µM; GDH-TPI coupled enzyme counterscreen, NADH absorbance;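 further: 0% = DMSO wells and 100% = wells lacking the enzyme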
# BoNT-F LC inh: inhibitors of Botulinum neurotoxin F light chain protease | 0.22% of 360,000 active | inhibition, % at 10 µM | AID 588497 | Multiplex microsphere protease cleavage assay, flow cytometry; in the data active means inhibition above about 35%, passing the limit was not always enough; inconclusive means no clear call, values can overlap the other calls; further: plate controls were buffer without enzyme for full effect and enzyme alone for no effect
# FadD28 FP inh: inhibitors of Mycobacterium tuberculosis FadD28 bisubstrate binding; inhibition, % at 12.5 µM; FadD28 bisubstrate probe binding, fluorescence polarization; AID 588549; 0.22% of 360,000 active; in the data active means inhibition above about 8.5%, passing the limit was not always enough; inconclusive means no clear call, values can overlap the other calls
# UGM FP inh: blocks M. tuberculosis UGM enzyme; purified UGM, fluorescence polarization probe displacement; 0.06% of 320,000 active; P9WIQ1; AID 504406; inhibition, % at 10 µM; in the data active means inhibition above about 10%, passing the limit was not always enough; inconclusive means no clear call, values can overlap the other calls
# Target sequence (P9WIQ1 whole entry, looked up): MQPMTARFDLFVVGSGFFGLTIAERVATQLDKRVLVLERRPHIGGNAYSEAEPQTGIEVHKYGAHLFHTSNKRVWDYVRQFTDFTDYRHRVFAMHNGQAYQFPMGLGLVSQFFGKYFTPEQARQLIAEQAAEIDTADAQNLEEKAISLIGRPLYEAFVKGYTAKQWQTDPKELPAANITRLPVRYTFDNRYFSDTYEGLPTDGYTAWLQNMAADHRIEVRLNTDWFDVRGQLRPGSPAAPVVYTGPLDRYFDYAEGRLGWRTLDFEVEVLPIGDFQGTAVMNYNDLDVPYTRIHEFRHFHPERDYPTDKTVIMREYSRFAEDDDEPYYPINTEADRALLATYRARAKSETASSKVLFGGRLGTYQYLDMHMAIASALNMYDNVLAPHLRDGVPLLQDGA
# VHR inh abs: inhibitors of human VHR1 phosphatase (DUSP3) | P51452 | recombinant VHR phosphatase, pNPP absorbance | inhibition, % at 13.3 µM | 0.52% of 290,000 active | AID 1654; in the data active means inhibition above about 50%; further: some compounds called inactive have numbers as strong as hits
# Target sequence (P51452 whole entry, looked up): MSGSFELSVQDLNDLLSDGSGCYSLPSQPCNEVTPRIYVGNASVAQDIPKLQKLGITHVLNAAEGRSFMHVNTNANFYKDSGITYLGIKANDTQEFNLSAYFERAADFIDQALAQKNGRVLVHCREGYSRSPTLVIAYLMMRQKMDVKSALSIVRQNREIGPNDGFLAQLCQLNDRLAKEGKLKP
# Mtb BioA inh: blocks M. tuberculosis BioA enzyme activity | 0.096% of 360,000 active | inhibition, % at 9.99 µM | purified M. tuberculosis BioA enzyme, plate reader; in the data active means inhibition above about 40%; inconclusive means no clear call, values can overlap the other calls
# CCHF vOTU inh: blocks the CCHF virus ovarian tumor domain protease; CCHFV vOTU protease, Pep-AMC fluorescence; 0.55% of 370,000 active; inhibition, % at 11.5 µM; further: 0% = vehicle wells with enzyme and 100% = no enzyme wells
# FBA Mtb inh: Mtb fructose-bisphosphate aldolase inhibition | P9WQA3 | purified M. tuberculosis FBA, fluorescence read-out | inhibition, % at 1 µM | 2.3% of 360,000 active | AID 588726; in the data active means inhibition above about 27%;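 further: 0% = vehicle and 100% = reference inhibitor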
# Target sequence (P9WQA3 whole entry, looked up): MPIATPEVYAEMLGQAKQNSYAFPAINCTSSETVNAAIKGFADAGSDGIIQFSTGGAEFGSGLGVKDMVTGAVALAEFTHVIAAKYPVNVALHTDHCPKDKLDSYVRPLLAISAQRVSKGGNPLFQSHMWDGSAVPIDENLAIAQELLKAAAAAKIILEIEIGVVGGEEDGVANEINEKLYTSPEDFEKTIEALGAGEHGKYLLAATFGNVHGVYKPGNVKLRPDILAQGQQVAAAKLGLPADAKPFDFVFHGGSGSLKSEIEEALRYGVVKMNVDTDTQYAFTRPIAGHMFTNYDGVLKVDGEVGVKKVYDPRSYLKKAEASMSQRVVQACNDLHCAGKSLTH
# MazF activator: MazEF (E. coli) toxin RNase activation | P0AE70 | FAM/BHQ RNA-DNA oligo cleavage fluorescence, 5 h | activation, % at 20 µM | 0.32% of 350,000 active; in the data active means activation above about 50%
# Target sequence (P0AE70 whole entry, looked up): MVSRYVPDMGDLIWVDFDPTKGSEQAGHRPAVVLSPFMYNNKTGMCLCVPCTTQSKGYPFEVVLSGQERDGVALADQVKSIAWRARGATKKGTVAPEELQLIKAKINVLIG
# Active calls of the source: *; ? = inconclusive; nt = not tested or not shown. Unless noted, no stated cut-off is given here; in the data, active means inhibition above about 30%; inactive means the rest. This is a random part of the collection; 4.9% or so of the library scored in one or more.
SMILES,Rv3671c inh,GDH-TPI inh,BoNT-F LC inh,FadD28 FP inh,UGM FP inh,VHR inh abs,Mtb BioA inh,CCHF vOTU inh,FBA Mtb inh,MazF activator
CCOc1ccc(CCNC(=O)Cc2ccc(NC3=NC4CS(=O)(=O)CC4S3)cc2)cc1OCC (configuration not stated),-4.0,1.6,4.5,-0.2,-0.2,35.8,-2.0,-15.6,1.9,9.2
Cc1cc(C)n2nc(C(=O)N/N=C/C=C/c3ccccc3)nc2n1,6.5,29.1,nt,-2.4,3.4,-10.3,5.5,9.5,2.4,7.8
COC(=O)C1=C(C)N(Cc2ccc(OC)c(OC)c2)C(=O)C1,-0.1,1.7,7.9,-4.1,0.0,13.6,18.6,6.4,1.3,-1.4
N#CCSc1nc2ccccc2c(=O)n1CCCC(=O)NCc1ccco1,-1.9,18.3,-2.9,-0.9,1.5,8.2,nt,-10.3,1.6,10.4
Cc1ccc2cc(/C=N/NC(=O)c3ccc(F)cc3)c(Cl)nc2c1,3.7,15.2,0.9,-0.8,0.6,7.6,nt,-4.7,0.0,7.1
O=C(Nc1cccc2ccccc12)N1CCN(c2ccc(F)cc2)CC1,-4.7,4.7,5.6,0.3,3.7,3.6,-0.8,-8.0,29.9*,9.5
CN(C)CCCn1c(NCc2ccc3c(c2)OCO3)nc2ccccc21,3.8,-0.3,-16.3,-0.1,-1.5,23.4,nt,-2.9,-0.5,2.8
CC(=O)OC1CC[C@@]2(C)C(CCC3C2CC(=O)[C@@]2(C)C3CC3CC(C)=CC(=O)C32)C1 (some centres not stated),nt,6.0,?,-2.7,2.9,25.0,-0.2,4.9,2.8,8.5
O=[N+]([O-])c1cccc(C2Nc3cccc4cccc(c34)N2)c1,7.3,15.3,-3.6,-1.3,1.0,28.2,0.0,0.6,0.9,10.6
CC(=O)OCC1OC(c2ccccc2)C(OC(C)=O)C(OC(C)=O)C1OC(C)=O (configuration not stated),-18.0,-4.0,-7.0,0.5,0.3,23.3,nt,-7.5,-0.5,-1.1
O=C1c2ccccc2C(Nc2ccc(F)cc2F)N1CCN1CCOCC1 (configuration not stated),2.3,4.7,-1.4,-3.5,-1.4,7.8,-0.2,-3.8,-0.6,-8.1
COc1ccc(S(=O)(=O)NC(=O)C2(C)CCN2C(=O)C(C)(C)c2ccccc2)cc1 (configuration not stated),nt,4.4,0.2,-0.3,nt,nt,0.1,12.2,-2.0,nt
CCOC(=O)C(=O)C1C(=O)Nc2ccccc21 (configuration not stated),nt,-0.3,?,-3.1,3.2,35.5,nt,-10.1,0.5,5.3
O=C(NC(=S)N1CCCCC1c1cccnc1)c1ccccc1 (configuration not stated),2.5,7.8,-8.6,-1.3,1.1,12.5,-1.7,0.6,1.2,9.4
CCOC(=O)c1ccc(COC(=O)CNC(=O)CNC(=O)c2ccc(OC)cc2)o1,1.2,10.6,-8.3,-1.6,0.6,6.1,-1.3,10.3,0.4,-0.9
COc1ccc(-n2nnnc2SCC(=O)Nc2nnn(C)n2)cc1,1.6,0.0,0.5,0.1,-0.9,39.1,2.6,-3.6,-1.8,6.8
CCOc1ccc(-n2nc3ccc(NC(=O)c4ccc5c(c4)OCCO5)cc3n2)cc1,-3.2,7.5,9.7,-1.4,-0.6,11.8,nt,18.4,3.9,59.2*
Cc1ccc(NC(=O)CSc2nnc(-c3cc(C)on3)o2)cc1,-2.7,-1.5,1.2,-1.9,0.5,6.4,-1.8,8.1,0.8,7.4
CCc1c(C)nc2c(-c3ccccc3)c(C)[nH]n2c1=O,nt,11.1,-6.6,-1.2,1.1,26.1,-2.2,7.8,19.2,0.2
CCN(CC)C(=O)C1=C(C)N(CCC2=CCCCC2)C(=O)C(CC(=O)NC2CCCC2)C1 (configuration not stated),nt,1.4,-0.4,-3.1,nt,nt,nt,-8.6,-1.8,-0.1

# In a second layout: 5 of the compounds above
Molecule | Rv3671c inh | GDH-TPI inh | BoNT-F LC inh | FadD28 FP inh | UGM FP inh | VHR inh abs | Mtb BioA inh | CCHF vOTU inh | FBA Mtb inh | MazF activator
Cc1cc(C)n2nc(C(=O)N/N=C/C=C/c3ccccc3)nc2n1 | 6.5 | 29.1 | nt | -2.4 | 3.4 | -10.3 | 5.5 | 9.5 | 2.4 | 7.8
COC(=O)C1=C(C)N(Cc2ccc(OC)c(OC)c2)C(=O)C1 | -0.1 | 1.7 | 7.9 | -4.1 | 0.0 | 13.6 | 18.6 | 6.4 | 1.3 | -1.4
N#CCSc1nc2ccccc2c(=O)n1CCCC(=O)NCc1ccco1 | -1.9 | 18.3 | -2.9 | -0.9 | 1.5 | 8.2 | nt | -10.3 | 1.6 | 10.4
Cc1ccc2cc(/C=N/NC(=O)c3ccc(F)cc3)c(Cl)nc2c1 | 3.7 | 15.2 | 0.9 | -0.8 | 0.6 | 7.6 | nt | -4.7 | 0.0 | 7.1
O=C(Nc1cccc2ccccc12)N1CCN(c2ccc(F)cc2)CC1 | -4.7 | 4.7 | 5.6 | 0.3 | 3.7 | 3.6 | -0.8 | -8.0 | 29.9* | 9.5

# Next section:
SMILES,Rv3671c inh,GDH-TPI inh,BoNT-F LC inh,FadD28 FP inh,UGM FP inh,VHR inh abs,Mtb BioA inh,CCHF vOTU inh,FBA Mtb inh,MazF activator
CC(=O)c1cccc(NC(=O)CC2S/C(=N/N=C/c3ccccc3)NC2=O)c1 (configuration not stated),-86.9,16.3,-0.9,-1.8,-4.0,17.7,nt,7.7,-4.9,-1.4
Cc1ccc(NC(=O)CC2S/C(=N/N=C3/NC(=O)CS3)NC2=O)cc1 (configuration not stated),-18.5,4.3,-4.2,-1.7,-0.1,40.3,nt,-1.9,1.5,-11.4
O=C(CNC(=O)Cn1ccc2ccccc2c1=O)NCCCN1CCCCCC1,0.5,-4.6,-22.3,-1.6,2.7,13.4,-1.1,-13.6,1.0,4.7
COCCn1cnc2c1c(=O)[nH]c(=O)n2Cc1ccccc1,3.0,-0.7,-12.7,-0.9,1.0,6.1,-0.3,nt,-0.2,-0.4
C=CCC(C(=O)OC)(C(=O)OC)c1ccccc1[N+](=O)[O-],-6.0,-3.7,0.5,-0.5,-0.1,16.6,nt,-9.0,0.5,-0.7
C[C@@H](C(=O)Nc1ccc2c(c1)OCCO2)n1nnc2ccccc2c1=O,-9.9,-5.6,4.8,-2.7,-1.6,-12.2,1.6,1.0,-0.5,1.9
CCCCn1c(N)c(N(CC(C)C)C(=O)c2cc(C)nc3ccccc23)c(=O)[nH]c1=O,-8.5,-9.2,-15.7,-0.2,1.9,nt,-0.7,-9.6,4.1,5.6
CC(C)C[C@H]1CN=C(Nc2ccccc2)N1CCCC1CCCC1,7.2,7.8,-11.5,-0.3,2.0,55.4*,0.5,12.7,2.8,-0.2
COc1cccc(NC(=O)CCC2CCN(C(=O)C3CC=CCC3)CC2)c1 (configuration not stated),-0.8,4.4,11.6,-0.6,2.8,16.5,-0.3,-9.7,3.8,-8.4
Cc1ccc2c(c1)C(c1ccccc1)=NCC(=O)N2,0.9,17.8,19.7,-1.1,-2.0,7.9,-2.6,-2.8,6.7,5.7
CC(C)(C)OC(=O)C[C@@H]1C/C=C\C[C@@H](CC(=O)N[C@H](CO)Cc2ccccc2)C(=O)N2CCC[C@H]2COC1=O,0.3,3.6,-11.0,-3.4,-2.5,nt,-0.1,3.1,0.6,4.8
CCc1ccc(NC(=O)[C@H](NC(=O)[C@@H]2Cc3ccccc3CN2)c2ccccc2)cc1,5.6,3.6,-9.7,-3.3,-0.2,6.5,-0.3,7.9,3.4,-7.6
CCn1c(O)c(C2=c3ccccc3=NC2=O)c2cc(Br)ccc21,0.9,nt,nt,nt,1.7,25.7,nt,0.6,nt,9.0
CCN(CC)c1ccc(C2NC(=O)c3ccccc3N2)cc1 (configuration not stated),nt,29.3,4.1,0.1,nt,nt,nt,-2.4,22.7,-2.4
COc1ccc(CCNc2nc(C)nc3c2oc2ccccc23)cc1OC,-4.4,4.8,0.6,-2.6,1.1,6.4,nt,6.7,-0.2,3.1
CCC(C)(C)NC(=O)CN(C(=O)CCC(=O)Nc1nccs1)c1ccccc1C,-5.1,11.4,nt,-2.0,-0.7,16.5,0.5,0.6,1.4,-2.9
CCCn1cc(CN2CCCC(CNC(=O)c3ccc(F)cc3)C2)c(C)n1 (configuration not stated),-0.2,-1.3,-2.5,0.4,-2.2,14.7,nt,7.2,0.7,8.0
CCOc1ccc(NC(=S)N2CCCN(Cc3cc(C)ccc3C)C2)cc1,-2.0,15.2,-7.7,-1.7,-0.8,-5.2,-0.4,-9.2,0.5,8.2
CCn1cc(C(=O)O)c(=O)c2cc(Br)ccc21,1.0,-0.9,1.5,-4.0,-3.5,0.3,-0.3,22.2,-0.2,2.3
CC(=O)Nc1ccc(NC(=O)c2csc([C@H]3C[C@H](O)[C@@H](CO)O3)n2)cc1,nt,8.0,-11.3,0.4,nt,nt,-2.7,16.6,-0.1,nt
Cc1nn(CC(=O)NCCN2CCCCC2C)c(=O)c2cc(-c3ccccc3)nn12 (configuration not stated),1.1,6.9,4.4,-3.6,3.2,12.8,2.0,-9.0,2.5,11.5
CC(=O)N1CCN(CC(=O)Nc2cc(F)ccc2C)CC1,6.8,12.7,nt,0.3,-1.7,-2.3,3.2,8.3,-0.3,4.1
O=C(/C=C/c1ccccc1)NC(=S)Nc1ccc(CN2CCOCC2)cc1,-4.8,14.9,-2.5,-0.9,2.6,1.3,nt,-10.7,0.6,-5.0
CCc1c(C)nc(Nc2nc(C)c3ccc(OC)cc3n2)[nH]c1=O,0.8,4.0,-6.0,-1.3,-5.8,20.8,-0.3,-8.4,-0.6,-156.5
COc1cc(Cl)ccc1OCc1cc(C(=O)N(C)C2CC(C)(C)NC(C)(C)C2)no1,-2.4,-13.0,8.7,0.0,1.1,17.9,-0.1,7.3,3.6,8.0
Clc1ccccc1CO/N=C1\CCCc2nonc21,-3.4,-1.5,-2.1,-2.9,-0.1,-1.6,0.5,-10.9,-0.2,1.5
O=C(O)C1(NS(=O)(=O)c2ccc(Cl)cc2)CCCCC1,-0.3,-10.7,2.0,-2.5,-2.6,17.5,-7.7,-1.6,-0.3,-3.3
Cc1ccccc1-c1nn(-c2ccc(F)cc2F)cc1CNCCN(C)C,9.0,-9.5,-10.9,-5.3,2.0,30.7,-0.2,-3.5,-1.5,7.9
CC(C)CNC(=O)C(=O)NCCCN1CCOCC1,7.5,-2.5,-2.8,0.7,-0.6,11.0,nt,-3.6,1.4,3.9
CN(C)N1C(N)=C(C#N)C(c2ccc(Cl)cc2)C2=C1CCCC2=O (configuration not stated),-1.3,10.3,-2.6,nt,-1.2,-3.3,0.7,13.9,-0.1,7.8
CC(=C1C(=O)c2ccccc2C1=O)N1CCN(CCN=CC2=C(O)CC(C)(C)CC2=O)CC1,-3.4,7.9,-9.7,-1.2,0.2,-4.8,nt,0.8,-3.2,2.3
c1csc(-c2nn3cnnc3c3ccccc23)c1,2.6,-6.2,-2.1,-2.9,1.0,31.8,nt,-8.8,-4.0,-2.3
CCOc1cc(C(=O)Nc2ccc(NC(C)=O)cc2)ccc1OCC(=O)N1CCCCC1,-1.7,8.4,18.0,-1.7,1.4,1.3,nt,4.1,1.3,0.1
Cc1ccc(NS(=O)(=O)c2cccc(C(=O)NCC3CCCO3)c2)cc1 (configuration not stated),6.7,11.2,?,-1.4,0.7,nt,-1.9,4.3,3.2,-2.3
CCCCn1c(SC(C)C(=O)NCC2CCCO2)nc2cc(C(=O)OC)ccc2c1=O (configuration not stated),1.6,5.2,-5.3,-0.4,-1.8,nt,-1.9,23.2,1.1,1.0
O=C(CCCc1nc(-c2ccccc2)no1)NC1CCCC1,-3.5,-15.3,4.0,-2.2,-0.7,-6.8,-0.1,-3.2,-5.1,9.7

# Bioassay records as filed in PubChem BioAssay.
